Source: PubChem BioAssay (several laboratories)
BioA inh: M. tuberculosis BioA enzyme inhibitors, primary screen, biochemical, plate reader, single point, HTS | 0.096% of 360,000 active | purified M. tuberculosis BioA enzyme | 7,8-diaminopelargonic acid synthase BioA (Mycobacterium tuberculosis) | AID 602481, 2012 | inhibition, % at 9.99 µM; in the data active = inhibition above about 40%; inconclusive = no clear call, values can overlap the other calls
BoNT-A LC inh2: BoNT/A light chain protease inhibitors, primary screen, biochemical, flow cytometry, MLPCN library; inhibition, % at 10 µM; Botulinum neurotoxin type A light chain protease (Clostridium botulinum A str. ATCC 3502); multiplex microsphere protease substrate cleavage; 0.17% of 360,000 active; note: plate controls were buffer without enzyme for full effect and enzyme alone for no effect
Anthrax LF inh2: Bacillus anthracis LF protease inhibitors, primary screen, biochemical, multiplex microsphere, MLPCN library; Lethal factor (Bacillus anthracis), P15917; 0.12% of 360,000 active; multiplex microsphere protease cleavage assay; inhibition, % at 10 µM; note: plate controls were buffer without enzyme for full effect and enzyme alone for no effect
Target sequence (P15917 whole entry, looked up): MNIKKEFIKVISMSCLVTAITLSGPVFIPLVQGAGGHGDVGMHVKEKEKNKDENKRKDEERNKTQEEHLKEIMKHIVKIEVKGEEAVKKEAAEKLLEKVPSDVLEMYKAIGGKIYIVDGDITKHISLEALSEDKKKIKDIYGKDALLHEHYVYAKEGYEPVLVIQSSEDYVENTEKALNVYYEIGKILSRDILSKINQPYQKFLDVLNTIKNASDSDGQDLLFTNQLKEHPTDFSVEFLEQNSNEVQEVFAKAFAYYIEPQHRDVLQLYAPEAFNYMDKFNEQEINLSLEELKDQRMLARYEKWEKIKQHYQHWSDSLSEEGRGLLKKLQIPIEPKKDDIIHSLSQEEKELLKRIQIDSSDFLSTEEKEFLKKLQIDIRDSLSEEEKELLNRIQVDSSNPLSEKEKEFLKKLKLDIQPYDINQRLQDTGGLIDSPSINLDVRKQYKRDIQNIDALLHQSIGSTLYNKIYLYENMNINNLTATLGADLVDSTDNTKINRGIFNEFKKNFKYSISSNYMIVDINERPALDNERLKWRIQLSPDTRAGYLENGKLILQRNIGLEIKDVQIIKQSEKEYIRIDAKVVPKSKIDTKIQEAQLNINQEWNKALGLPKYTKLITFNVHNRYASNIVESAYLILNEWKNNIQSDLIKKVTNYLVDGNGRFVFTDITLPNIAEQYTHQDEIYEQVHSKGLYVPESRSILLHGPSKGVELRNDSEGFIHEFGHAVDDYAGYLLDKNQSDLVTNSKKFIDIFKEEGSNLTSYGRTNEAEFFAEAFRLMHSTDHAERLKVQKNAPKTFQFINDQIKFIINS
GDH-TPI counter: GDH-TPI coupling enzyme inhibitors, primary screen, artefact control for M. tuberculosis FBA inhibitor project, biochemical, absorbance, full deck; AID 588335, 2011; 1.2% of 360,000 active; inhibition, % at 4.8 µM; GDH-TPI coupled enzyme counterscreen, NADH absorbance; in the data active = inhibition above about 30%;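 note: 0% = DMSO wells and 100% = wells lacking the enzyme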
BoNT F protease: BoNT/F light chain protease inhibitors, primary screen, biochemical, flow cytometry, MLPCN library; 0.22% of 360,000 active; Multiplex microsphere protease cleavage assay; AID 588497, 2011; inhibition, % at 10 µM; in the data active = inhibition above about 35%, passing the limit was not always enough; inconclusive = no clear call, values can overlap the other calls; note: plate controls were buffer without enzyme for full effect and enzyme alone for no effect
PfHsp40 yeast: rescue of yeast from PfHsp40 toxicity, primary screen, S. cerevisiae, ATP luminescence | growth rescue, % at 12.5 µM | AID 504582, 2011 | 0.68% of 340,000 active | S. cerevisiae expressing PfHsp40, growth rescue; in the data active = growth rescue above about 28%, passing the limit was not always enough; inconclusive = no clear call, values can overlap the other calls;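 note: yeast W303a lacking pdr1 and pdr3 grown in galactose medium; growth measured after three days at 30 °C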
UGM FP inh: M. tuberculosis UGM enzyme inhibitors, primary screen, biochemical, fluorescence polarization, single point. UDP-galactopyranose mutase (Mycobacterium tuberculosis (strain ATCC 25618 / H37Rv)), …. purified UGM, fluorescence polarization probe displacement. inhibition, % at 10 µM. 0.06% of 320,000 active; in the data active = inhibition above about 10%, passing the limit was not always enough; inconclusive = no clear call, values can overlap the other calls
FadD28 FP inh: inhibitors of FadD28 bisubstrate probe binding, primary screen, biochemical, fluorescence polarization, single point; 0.22% of 360,000 active; AID 588549, 2011; inhibition, % at 12.5 µM; in the data active = inhibition above about 8.5%, passing the limit was not always enough; inconclusive = no clear call, values can overlap the other calls
Mtb FBA inh: Mtb FBA enzyme inhibitors, primary screen, biochemical, fluorescence, strain H37Rv | Fructose-bisphosphate aldolase (Mycobacterium tuberculosis (strain ATCC 25618 / H37Rv)), … | purified M. tuberculosis FBA, fluorescence read-out | inhibition, % at 1 µM | 2.3% of 360,000 active | AID 588726, 2011; in the data active = inhibition above about 27%;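 note: 0% = vehicle and 100% = reference inhibitor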
Active calls of the source: *; ? = inconclusive; . = no result given; + = active, no number. Cut-off read from the data, not from the text of the source, unless noted: active = inhibition above about 30%; inconclusive = no clear call, values can overlap the other calls; inactive = below that.

SMILES	BioA inh	BoNT-A LC inh2	Anthrax LF inh2	GDH-TPI counter	BoNT F protease	PfHsp40 yeast	UGM FP inh	FadD28 FP inh	Mtb FBA inh
CON1C(=O)C(=O)N(OC)C2CCCCCC21 (configuration not stated)	.	-1.2	0	4	-5	-0.2	-2.8	-2.0	-2
O=C(NCc1ccc(F)cc1)C(c1ccco1)N(C(=O)c1csnn1)c1ccccc1 (configuration not stated)	0.3	2.9	4	-4	7	1.1	0.5	-2.7	0
Cc1cccc(C)c1NC(=O)COC(=O)c1c(C)nn(-c2ccccc2)c1C	.	1.6	-1	-5	-2	0.1	.	-0.3	4
Cc1c(NC(=O)c2nn3c(C(F)(F)F)cc(-c4ccccc4)nc3c2Br)c(=O)n(-c2ccccc2)n1C	.	0.3	-2	12	-13	2.2	1.5	0.2	-2
COc1ccc(S(=O)(=O)N2CCOC2CNC(=O)C(=O)NCc2ccc3c(c2)OCO3)cc1C (configuration not stated)	-0.6	-0.8	-6	0	-12	.	.	-5.0	-4
COC(=O)c1ccccc1NC(=O)N1CCN(Cc2ccco2)CC1	2.2	-0.6	-2	-4	2	1.2	1.2	-2.9	0
Cc1c(C(=O)NCCO)sc2nc3n(c(=O)c12)CCC3	.	-0.8	-1	10	0	-1.8	0.2	-0.8	3
O=c1ccc(=O)n(CCc2ccccn2)[nH]1	.	0.3	1	7	12	-0.3	.	-2.7	0
COc1ccccc1C1CCN(C(=O)c2ccc(C(C)(C)C)cc2)CC1	0.4	-1.7	0	4	-32	0.3	1.2	-1.8	-2
O=[N+]([O-])c1cc(C(F)(F)F)ccc1Oc1cccnc1[N+](=O)[O-]	-0.2	-0.2	-1	0	-2	0.8	-1.4	0.9	0
NC(=O)C1(N2CCCCC2)CCN(Cc2nc3ccccc3c(=O)[nH]2)CC1	0.0	-0.1	-1	1	1	-0.3	-1.3	0.1	1
CCOC(=O)C(/C=C(\C#N)C(=O)OCC)=C(/N)N1CCN(c2ccc(Cl)cc2)CC1	1.3	.	.	59*	.	1.0	-1.2	-0.2	-1
O=C(O)CN1C(=O)S/C(=C\c2ccc3c(c2)OCO3)C1=O	.	-2.1	5	15	?	-0.6	3.3	-0.9	-4
CCC(C)[C@@H](C(=O)N1CCNCC1)n1cc(CCCN=C(N)N)nn1 (some centres not stated)	-2.7	-0.6	-4	6	-15	1.3	2.4	-2.5	-1
CCOc1cc(C)nc(N2CCCC(C(=O)NCc3ccccc3F)C2)n1 (configuration not stated)	-1.2	0.0	-4	5	1	4.8	0.8	0.3	3
O=C(Nc1cc(Br)ccc1O)c1cc(-c2cccs2)on1	-0.9	-1.1	-1	9	4	-0.9	-2.5	-5.1	-1
CCOc1cc(/C=C2/C(=N)N3OC(C)=CC3=NC2=O)ccc1OCCOc1ccccc1	-2.4	-1.0	-6	25	-9	-1.0	-1.0	0.1	-3
CC(=O)c1cccc(NC(=O)c2cccc(S(=O)(=O)N(C)C)c2)c1	0.2	1.7	-1	0	1	-1.1	-3.8	-0.9	-1
Cc1ccc(C(C)C)cc1-n1nnc(-c2cccc(Cc3ccc4ccccc4c3)c2)c1C(C)O (configuration not stated)	-8.7	-0.7	-13	7	2	.	.	0.1	0
CCOCCCNC(=O)C(c1ccc(OC)cc1)N(Cc1ccc2c(c1)OCO2)C(=O)c1cnccn1 (configuration not stated)	.	2.4	0	1	0	0.3	2.0	1.0	-3
COc1cc(C(=O)OCC(=O)N2CCC(C)CC2)cc2c1OCCO2	-2.6	-1.6	0	1	0	-0.9	1.4	0.6	-1
O=C1CC(c2ccco2)Cc2nc(Nc3ccc(F)cc3)ncc21 (configuration not stated)	9.7	-0.5	-3	24	0	1.5	1.5	-1.8	0
CN(Cc1cccnc1)Cc1cn(C)nc1-c1cccc(Cl)c1	.	-0.9	-3	-1	-1	-2.7	-2.0	-2.7	-1
CC(=O)c1ccc(OCCCC(=O)Nc2ccc(S(=O)(=O)N3CCOCC3)cc2)cc1	.	-2.6	0	5	-1	1.2	2.1	-1.5	0
C=CS(=O)(=O)N(Cc1ccccc1Br)[C@H](CO)CC(C)C	1.0	-0.3	-8	-2	-4	-0.4	.	-1.6	-2

The final 6 compounds of the part before are carried over, then new ones follow.
SMILES	BioA inh	BoNT-A LC inh2	Anthrax LF inh2	GDH-TPI counter	BoNT F protease	PfHsp40 yeast	UGM FP inh	FadD28 FP inh	Mtb FBA inh
CCOCCCNC(=O)C(c1ccc(OC)cc1)N(Cc1ccc2c(c1)OCO2)C(=O)c1cnccn1 (configuration not stated)	.	2.4	0	1	0	0.3	2.0	1.0	-3
COc1cc(C(=O)OCC(=O)N2CCC(C)CC2)cc2c1OCCO2	-2.6	-1.6	0	1	0	-0.9	1.4	0.6	-1
O=C1CC(c2ccco2)Cc2nc(Nc3ccc(F)cc3)ncc21 (configuration not stated)	9.7	-0.5	-3	24	0	1.5	1.5	-1.8	0
CN(Cc1cccnc1)Cc1cn(C)nc1-c1cccc(Cl)c1	.	-0.9	-3	-1	-1	-2.7	-2.0	-2.7	-1
CC(=O)c1ccc(OCCCC(=O)Nc2ccc(S(=O)(=O)N3CCOCC3)cc2)cc1	.	-2.6	0	5	-1	1.2	2.1	-1.5	0
C=CS(=O)(=O)N(Cc1ccccc1Br)[C@H](CO)CC(C)C	1.0	-0.3	-8	-2	-4	-0.4	.	-1.6	-2
c1cc2c(cc1C1CCCCC1)c1c3n2CCN=C3CCC1	4.8	2.8	6	12	14	0.2	2.1	-2.9	3
CN(C)S(=O)(=O)c1cccc(C(=O)NCc2cccs2)c1	3.2	0.0	1	-2	-2	-0.1	-0.7	-4.2	2
Cc1ccccc1C(=O)Nc1ccc(-c2nnc(SC(C)C(=O)O)n2C)cc1 (configuration not stated)	-1.8	0.3	0	9	0	-0.6	0.3	-4.0	-3
COc1cc(-n2c(=O)c3ccccc3n(CC(=O)c3ccc(F)cc3)c2=O)cc(OC)c1OC	0.3	-0.5	-7	-17	-2	-0.4	1.3	4.2	1
CCCCN(Cc1cc2cc(OC)ccc2[nH]c1=O)C(=O)COc1ccccc1	-3.2	-0.4	2	8	21	-0.9	1.6	1.7	5
CCOC(=O)C1=CCC(c2ccccc2)N(S(=O)(=O)c2ccccc2)C1 (configuration not stated)	-9.7	0.1	1	.	2	.	.	-0.4	0
N#Cc1ccc(CN2CCN(C(=O)CCNS(=O)(=O)c3ccc(F)c(F)c3)CC2)cc1	-0.7	-1.9	-3	-1	-4	0.4	-0.5	-3.7	-1
CC1CC(OC(=O)c2ccccc2C(=O)c2ccc(Cl)cc2)C(=O)O1 (configuration not stated)	1.4	0.4	-7	6	1	-1.0	2.1	-1.2	-1
CCOc1ccc(N(CC(=O)N2CCOCC2)S(=O)(=O)c2ccc(F)cc2)cc1	0.6	-4.4	-4	4	-2	0.7	1.2	-0.6	1
NC(=O)c1nsc(C(=O)N(c2ccccc2)C(C(=O)NC2CCCCC2)c2ccc(O)cc2)c1N (configuration not stated)	-1.9	-1.0	-2	5	23	-2.2	1.7	-1.1	10
CC1CCCCN1N=Nc1nc2c([nH]1)c(=O)n(C)c(=O)n2C (configuration not stated)	-1.3	-0.4	5	39*	-5	-1.6	.	-1.1	-1
CC(=O)NCC1CCCN(C(=O)c2oc3c(F)cccc3c2C)C1 (configuration not stated)	-4.8	-0.1	-1	-7	0	0.5	-0.8	-4.6	-1
COc1ccc(N(CC(=O)Nc2cccc(C(=O)O)c2)S(=O)(=O)c2c(C)noc2C)cc1	0.4	-0.1	-5	-7	-1	?	2.0	1.4	0
CC(=O)c1cccc(NS(=O)(=O)c2c(C)noc2C)c1	-0.7	0.2	2	2	-18	1.6	0.7	-1.2	2
Cc1c(NC(=S)NC(=O)c2cc3ccccc3o2)cccc1C(=O)O	-0.9	-2.0	-2	15	0	0.5	5.6	-2.1	0
CCn1nnnc1NCc1cccn1C	-0.8	-1.4	-8	8	-20	0.0	-1.1	-1.4	1
COc1cccc2sc3cc(NCC[C@@H]4CCCN4C)ccc3c(=O)c12	0.1	5.9	8	19	-17	0.8	0.3	-3.2	40*
Cc1ccc(S(=O)(=O)N2CCN(C(=O)CSC3CCCC3)CC2)c(C)c1	.	-0.4	-5	8	-8	7.8	-0.5	-2.4	0
Cc1nc(N)sc1-c1csc(N(C)c2ccc(O)cc2)n1	-1.0	0.1	-1	5	-6	0.0	2.0	2.0	2
CC(=O)Nc1nonc1NC(=O)COc1ccccc1	.	0.1	-2	-1	1	0.7	-0.2	-1.5	2
O=C(NCCc1nc2ccccc2[nH]1)/C(=C/c1ccco1)NC(=O)c1ccco1	.	-0.2	-3	13	-5	-1.2	1.5	0.1	-1
OC1CN=C2C=CC=CN2C1 (configuration not stated)	-1.5	-0.2	2	1	0	-0.2	1.6	-2.8	22
Cc1cccc2cc(CN(CCCN(C)C)C(=S)NCCc3ccccc3)c(=O)[nH]c12	0.8	-0.8	-1	4	-3	-1.1	-0.6	-0.4	1
CC12CCC(C(=O)N(CCC#N)CCC#N)(CC1=O)C2(C)C (configuration not stated)	-0.8	1.0	1	-6	0	1.7	6.8	-3.8	1
CCOC(=O)C1CCN(Cc2c(O)ccc3ccccc23)CC1	.	?	-1	1	1	-0.5	0.5	-2.5	9
The listing continues.
SMILES	BioA inh	BoNT-A LC inh2	Anthrax LF inh2	GDH-TPI counter	BoNT F protease	PfHsp40 yeast	UGM FP inh	FadD28 FP inh	Mtb FBA inh
COc1ccc(CCn2c(O)c(C=NCCCO)c(=O)[nH]c2=O)cc1OC	-1.2	-1.5	-5	1	-4	-0.8	0.0	0.2	2
Cc1cccc(-c2oc3ccccc3c2C#CCCCCO)c1	-0.3	0.5	-6	9	4	0.5	-0.1	-3.1	11
COc1cccc(OC)c1C(=O)N=c1sc2cc(S(C)(=O)=O)ccc2n1C	.	-0.6	-9	7	-2	0.5	-1.3	-6.3	0
Cc1ccc(-n2c(SCC(N)=O)nc(O)cc2=O)cc1	-0.2	-0.1	0	-8	-1	0.2	-1.8	-3.4	0
COc1ccc(-c2csc(N(CCc3ccccc3)C(=O)COc3ccccc3)n2)cc1	3.8	-1.9	?	12	-8	0.3	-1.3	-1.3	-2
O=C(NCC1CCCCC1)c1cccc(Br)c1	-0.2	-1.1	1	3	11	1.2	2.6	0.7	4
CS(=O)(=O)c1ccccc1-c1nc(-c2ccc(C(F)(F)F)cc2)no1	0.4	0.7	2	-9	-14	2.1	-1.4	-8.0	-7
Cc1ccc(C(C)C)c(OCC(=O)c2c(O)c3ccccc3oc2=O)c1	.	-0.1	-10	13	-3	3.1	2.5	0.0	18
CCOC(=O)c1c(NC(=O)CC)sc(C(C)=O)c1C	13	-1.1	-1	14	-6	-0.7	0.4	0.2	1
O=C(NCCC1=CCCCC1)c1cnsn1	0.8	-1.7	-3	-3	?	6.3	-0.6	-2.6	5
CCN1CCN(Cc2c(O)c(Cl)cc3c(C)cc(=O)oc23)CC1	-3.1	-0.6	3	8	3	-0.4	7.4	-2.2	+
O=C(CCc1nc2ccccc2c(=O)[nH]1)OCC(=O)N1CCN(S(=O)(=O)c2ccccc2)CC1	-0.6	-0.7	-2	-4	-4	-1.1	-1.8	0.1	-2
CCCCOc1ccc(C(=O)NCC(=O)N2CCN(Cc3ccc4c(c3)OCO4)CC2)cc1	0.4	3.0	-1	-3	4	0.3	.	-1.3	0
COc1ccc(CN2CCC(C(=O)Nc3ccc(Oc4ccccc4)nc3)CC2)cc1F	1.3	-1.5	1	3	4	0.2	1.9	-4.7	1

An unsorted share of the library. Share with any hit: about 4.7%.
